TSHR antagonist = Antagonists of the Thyroid Stimulating Hormone Receptor: HTS campaign. TSHR-expressing cells, TSH-stimulated cAMP HTRF, 2 h; active compounds read low. 330,000 compounds, 0.2% hits. Thyrotropin receptor (Homo sapiens), P16473. activity change, negative = inhibition, % at 11.5 µM;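 active means activity change below a set negative limit, meaning inhibition stronger than a set level, cut at about -70% in these data; inconclusive means activity change between two set negative limits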; further: on the % scale 0 is the no-effect control and ±100 the full control effect
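Cell-based HTRF cAMP assay; TSHR cells + compound, TSH EC80 (4nM final), 2 h, 37 deg C. Lysis with anti-cAMP cryptate and cAMP-d2, 30 min RT, read 665/620 nm.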
TCR act = Activators of T cell receptors: qHTS campaign; primary human leukocytes, anti-CD3, IL-2 HTRF, 48 h; Potency, µM (highest dose often 9.22 µM), inactives show at the highest dose activation of IL-2 secretion, usual class: activators; 330,000 tested, under 10 active; further: % of control where 0% means no effect
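Activity was scored as IL-2 release from primary human leukocytes given only a TCR signal (a-CD3 beads) plus compound for 48 hr. Detection used a two-antibody HTRF format read at 665nm.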
BCR signal inh = qHTS Assay to Find Inhibitors of Chronic Active B-Cell Receptor Signaling; 340,000 compounds, 0.05% hits; Potency, µM (series often up to 46.1 µM), for the others: at the highest dose ratio change, negative = lower green/red ratio, most hits filed as inhibitors; AID 493014, 2011; ABC-DLBCL IkBa-CBG/CBR reporter, luminescence ratio, 4 h; active means well fitted inhibition curve with a large enough effect in the signal ratio, with a control signal flat, not every such curve was filed as active; inconclusive means small, poorly fitted or top-dose-only effect, or effect the other way, or a change in a side signal; the % refers to the signal ratio;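 further: potency means the concentration at half of the fitted maximal effect; plate controls were basal doxycycline-induced cells for no effect and cells given 10 µM MG132 for full effect; MG132 reads +100%, hits lower the ratio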
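Compounds up to 46 uM were incubated four hours with TMD8 cells whose green CBG68 luciferase is fused to IkappaBalpha; red CBR luminescence normalised the signal, and concentration-effect curves were fitted to fusion, red and ratio data.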
Tb PFK block = qHTS Assay to Find Inhibitors of T. brucei phosphofructokinase; ATP-dependent 6-phosphofructokinase (Trypanosoma brucei brucei), O15648; Potency, µM (titrated, usually from 57.5 µM), for the others: top-dose activity, negative = inhibition, usual class: inhibitors; T. brucei PFK, ADP-Glo luminescence; 330,000 compounds, 0.17% hits;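 further: potency means the concentration at half of the fitted maximal effect; 0% = uninhibited 1x PFK enzyme wells and -100% = no-enzyme wells; nearly all actives have a fitted effect of over 60% in size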
Target sequence (O15648 whole entry, looked up): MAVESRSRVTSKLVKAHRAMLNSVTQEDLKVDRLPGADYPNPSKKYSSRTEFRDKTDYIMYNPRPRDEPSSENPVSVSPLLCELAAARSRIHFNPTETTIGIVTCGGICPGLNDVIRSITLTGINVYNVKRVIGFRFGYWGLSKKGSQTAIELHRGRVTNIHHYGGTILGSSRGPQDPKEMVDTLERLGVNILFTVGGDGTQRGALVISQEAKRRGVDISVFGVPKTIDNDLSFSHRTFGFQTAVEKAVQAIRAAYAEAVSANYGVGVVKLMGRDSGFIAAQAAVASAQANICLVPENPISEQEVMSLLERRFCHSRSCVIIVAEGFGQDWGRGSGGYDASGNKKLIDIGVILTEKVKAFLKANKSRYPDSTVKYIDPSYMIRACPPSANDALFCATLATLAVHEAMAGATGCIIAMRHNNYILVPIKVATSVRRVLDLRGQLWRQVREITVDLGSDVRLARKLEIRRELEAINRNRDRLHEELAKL
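ADP-Glo luminescence quantified ADP after 45 min at room temperature, with 1.25 nM T. brucei PFK, 0.1 mM ATP and 0.5 mM fructose-6-phosphate in pH 8.0 TEA buffer. qHTS titrations up to 57 µM; curves classified by quality.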
Mito fusion yeast = qHTS Assay for Small Molecule Inhibitors of Mitochondrial Division or Activators of Mitochondrial Fusion; 320,000 compounds, 0.23% hits; S. cerevisiae fusion-defective mutant growth rescue, CellTiterGlo 48 h; Potency, µM (highest dose often 46.1 µM), for the others: at the top dose growth rescue (activation), most hits filed as activators;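 further: potency means the concentration at half of the fitted maximal effect; % of control where 0% means no effect; nearly all actives have a fitted effect of over 45% in size; temperature-sensitive fusion mutants such as fzo1-1 at 37 °C on non-fermentable ethanol glycerol medium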
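Temperature-sensitive fusion-defective S. cerevisiae (e.g. fzo1-1, mgm1-5) were grown with compound in YPEG medium (3% ethanol, 3% glycerol) for 48 hours at 37C. Growth rescue was measured as viability by CellTiterGlo luminescence after 10 minutes at ambient.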
a7 integrin act = qHTS for Activators of Integrin-Mediated Alleviation for Muscular Dystrophy | alpha7betagal myoblasts, beta-gal FDG fluorescence, 48 h | Potency, µM (titrated, usually from 38.3 µM), without a hit: at the top dose activation, usual class: activators | 350,000 compounds, 0.064% hits;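 further: potency means the concentration at half of the fitted maximal effect; 100% = response of the positive control SU9516; nearly all actives have a fitted effect of over 60% in size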
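Alpha7betagal+/- myoblasts (passage 13) were plated 16-24 hr, then exposed to compounds (1:260 dilution of DMSO stock) for 48 hours at 37C. After MPER lysis, β-galactosidase reporter activity was read as FDG fluorescence (ex 480/em 540) after 30 minutes.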
Eya2 inh = qHTS Assay for Inhibitors of the Phosphatase Activity of Eya2 | Protein phosphatase EYA2 (Homo sapiens), O00167 | Potency, µM (doses to about 76.9 µM), without a hit: at the top dose activity, negative = inhibition, hits mostly inhibitors | recombinant Eya2, OMFP fluorescence dephosphorylation (OMFP is methylfluorescein phosphate) | 330,000 compounds, 0.006% hits | AID 488837, 2010; further: potency means the concentration at half of the fitted maximal effect; on the % scale 0 is the no-effect control and ±100 the full control effect
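Eya2 protein (added as 0.2 uM solution) was preincubated with compound for 10 min at ambient temperature in 50 mM HEPES pH 7.5, 50 mM NaCl, 5 uM MgCl2, 0.05% BSA, 1 mM DTT. OMFP (added at 50 uM) then reacted 10 min; fluorescence read at 485/525 nm.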
ASM inhibitor = Inhibitors of Secretory Acid Sphingomyelinase (S-ASM): qHTS | placental ASM, HMU-PC fluorogenic substrate, 60 min | 340,000 compounds, 0.006% hits | Potency, µM (titrated, usually from 57.5 µM), without a hit: at the top dose activity change, negative = inhibition, actives largely listed as inhibitors; further: potency means the concentration at half of the fitted maximal effect
Target sequence (P17405 47-631 limits assumed): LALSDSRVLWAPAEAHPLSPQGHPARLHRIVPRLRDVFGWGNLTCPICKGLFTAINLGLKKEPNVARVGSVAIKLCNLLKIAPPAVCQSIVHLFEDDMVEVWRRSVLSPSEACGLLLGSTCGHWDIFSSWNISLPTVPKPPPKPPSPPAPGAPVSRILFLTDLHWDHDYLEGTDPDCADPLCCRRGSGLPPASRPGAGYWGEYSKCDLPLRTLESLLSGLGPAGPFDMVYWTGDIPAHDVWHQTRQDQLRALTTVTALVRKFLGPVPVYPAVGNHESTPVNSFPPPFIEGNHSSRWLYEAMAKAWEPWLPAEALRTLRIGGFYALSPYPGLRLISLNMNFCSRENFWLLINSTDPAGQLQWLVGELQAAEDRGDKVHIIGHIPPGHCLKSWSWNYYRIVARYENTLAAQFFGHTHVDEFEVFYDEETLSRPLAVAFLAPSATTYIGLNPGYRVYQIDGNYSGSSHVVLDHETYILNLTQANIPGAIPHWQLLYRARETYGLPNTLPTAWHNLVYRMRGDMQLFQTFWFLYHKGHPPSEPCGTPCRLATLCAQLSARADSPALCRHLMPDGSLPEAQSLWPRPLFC
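Human placenta-derived ASM preincubated with compound 10 min at room temperature, then reacted with 9 uM (final) fluorogenic HMU-PC substrate for 60 min at 37 C. Stop solution raises pH to 10; fluorescence read at Ex 386/Em 447 nm.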
TSG101-PTAP inh = qHTS Assay for Iinhibitors of HIV-1 Budding by Blocking the Interaction of PTAP/TSG101. Tumor susceptibility gene 101 protein (Homo sapiens), Q99816. Fluorescence polarization, FITC-PTAP peptide / Tsg101 binding. Potency, µM (top dose mostly 115 µM), for inactives: at the top dose activity change, negative = inhibition, usual class: inhibitors. 340,000 tested, under 10 active; active means well fitted inhibition curve with a large enough effect in the main read-out, with a control signal flat, not every such curve was filed as active; inconclusive means small, poorly fitted or top-dose-only effect, or effect the other way, or a change in a side signal; inactive means no such curve, though single readings can be large or run the other way; further: potency means the concentration at half of the fitted maximal effect; % of control where 0% means no effect
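Fluorescence anisotropy tracks displacement of a FITC-tagged PTAP peptide (50 nM) from the Tsg101 binding domain (10 uM), following a 20 min room-temperature incubation at pH 7.5.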
ELG1 DNA repair = qHTS screen for small molecules that inhibit ELG1-dependent DNA repair in human embryonic kidney (HEK293T) cells expressing luciferase-tagged ELG1. 330,000 compounds, 2.3% hits. Potency, µM (doses to about 46.1 µM), inactives show top-dose activity change, negative = inhibition, actives largely listed as inhibitors. HEK293T ELG1-luciferase reporter, luminescence, 16 h; DNA damage induced by 5-fluorouridine; further: potency means the concentration at half of the fitted maximal effect; on the % scale 0 is the no-effect control and ±100 the full control effect; nearly all actives have a fitted effect of over 55% in size
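In this reporter screen, reduction of luminescence relative to DMSO vehicle indicated activity. Compounds and 5-fluorouridine were added together to 2,000 cells per well, incubated for 16 hr at 37 °C, then developed with ONE-Glo.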
AT treatment = qHTS Assay for Identifying a Potential Treatment of Ataxia-Telangiectasia; […] A-T fibroblasts, KAP-1 phosphorylation AlphaLISA; neocarzinostatin DNA damage 30 min before lysis; Potency, µM (highest dose often 57.5 µM), inactives show at the top dose activation, usual class: activators; 320,000 compounds, 0.19% hits; AID 485349, 2010; further: potency means the concentration at half of the fitted maximal effect; % of control where 0% means no effect; nearly all actives have a fitted effect of over 45% in size
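hTERT-immortalized A-T patient fibroblasts ([…]), 500 cells/well in OPTI-MEM, 1% FBS, got compounds for 60 min, then NCS for 30 min at 37C. Lysates were then assayed for phospho-KAP-1 by AlphaLISA (anti-pKAP1 donor, anti-KAP1 acceptor beads), 6 hr at 25C.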
* marks the source's active call; other numbers are inactive results; ? = inconclusive; . = not tested or not shown; [ ] = remark or other dose. Unless noted, the call rests on the fitted dose curve; in most records, active means well fitted curve in the direction sought with a large enough effect; inconclusive means small, poorly fitted or top-dose-only effect, or another doubt; inactive means no such curve, though single readings can be large; an effect the other way counts as inactive or inconclusive.

Second line of a record: TSHR antagonist	Eya2 inh	AT treatment	ASM inhibitor	Mito fusion yeast	BCR signal inh	TCR act	Tb PFK block	TSG101-PTAP inh	ELG1 DNA repair	a7 integrin act
COc1ccc(C)cc1S(=O)(=O)N1CCCC(C(=O)NCC2CCCO2)C1 (centres undefined)
 : -10	-12%	4%	5%	10%	-1%	1%	0%	-11%	-3%	0%
COc1ccc(-c2[nH]c3ccccc3c2SCCNC(=O)c2cc3ccccc3oc2=O)cc1
 : -2	-7%	-10%	-15%	27%	0%	0%	2%	-12%	-1%	8%
Cc1noc(C(C)C)c1C(=O)Nc1ccc(-c2nnc3n2CCCCC3)cc1
 : 2	7%	2%	1%	-4%	0%	1%	0%	0%	-4%	2%
CC(=O)c1ccc(S(=O)(=O)Nc2ccc(C(=O)NCC(c3ccccc3)N(C)C)cc2)cc1 (centres undefined)
 : 15	8%	2%	-2%	-2%	-1%	-1%	-26%	-2%	-4%	3%
CC(C)C(OC(=O)CCCC(=O)Nc1nccs1)C(=O)NC1CCCCC1 (centres undefined)
 : 9	2%	-3%	2%	-2%	9%	2%	-6%	-4%	-7%	-18%
CCCCN(C(=O)C1CCCC1)c1c(N)n(Cc2ccccc2)c(=O)[nH]c1=O
 : 7	6%	3%	-2%	.	2%	2%[46.1 µM]	1%	-1%	2%	-3%
CCCCCCSc1ccc(-c2nc3ccc(C)cn3c2NCc2ccccc2)cc1
 : -10	-18%	28%	361%[activator]	-4%	-1%	1%	-5%	2%	?	-24%
COc1ccc(C(=O)N2CCCCC2C(=O)Nc2ccc(-n3nc(C)cc3C)cc2)o1 (centres undefined)
 : 3	-1%	-2%	-2%	4%	4%	-3%	-3%	-3%	-7%	-25%
CCC(C(=O)Oc1c(C(C)C)cccc1C(C)C)c1ccccc1 (centres undefined)
 : 1	5%	5%	-3%	7%	6%	3%	-1%	.	14%	-11%
CN(Cc1cccc(Cl)c1Cl)C(=O)CCNC(=O)c1ccco1
 : 3	-4%	4%	1%	.	-4%	6%[46.1 µM]	0%	-5%	7%	10%
Cc1ccc(S(=O)(=O)NCCC(=O)OCc2ccc([N+](=O)[O-])cc2)cc1C
 : 5	-19%	13%	-7%	5%	2%	-1%	-8%	0%	-28%	1%
CC(C)OC(=O)CSc1nnc(-c2ccncc2)n1N
 : 14	10%	-2%	4%	0%	2%	.	2%	-5%	3%	10%
Cc1ccc(S(=O)(=O)N(CC(=O)Nc2cccc([N+](=O)[O-])c2)C(=O)N2CCN(C)CC2)cc1
 : 7	-9%	0%	.	-1%	-8%	5%	-2%	-3%	-2%	9%
O=c1c(-c2nnc(SCc3ccc(Cl)cc3)o2)cccn1Cc1ccccc1
 : -8	-2%	20%	.	12%	10%	-4%	-1%	-6%	-24%	-7%
CC(C)[C@H](NS(=O)(=O)c1ccccc1F)C(=O)NC1CCCCC1
 : 9	5%	7%	0%	.	2%	.	0%	0%	5.2µM*	16%
CN(Cc1ccco1)S(=O)(=O)c1nnc(NC(=O)c2ccccc2Cl)s1
 : -9	5%	-4%	-2%	?	?	-7%	4%	-1%	10%	-21%
O=C(Nc1nc2n(n1)C(c1ccccc1)CC(c1ccc(Cl)cc1)N2)c1ccco1 (centres undefined)
 : 10	-4%	-5%	0%	10%	-2%	-2%	0%	-3%	?	3%
N/C(=N\O)c1ccc(NC(=O)c2ccc(Br)o2)cc1
 : 2	2%	-4%	0%	0%	-3%	.	6%	-8%	?	1%
Cc1cccnc1NC(=O)COc1ccc2oc3c(c2c1)CCCC3
 : -7	1%	-6%	-2%	23%	0%	-3%[46.1 µM]	0%	-4%	?	4%
CC1(C)C/C(=N\NC(=S)Nc2ccccc2F)c2cc(O)ccc2O1
 : 6	-7%	1%	79%	17%	?	7%	3%	-5%	-18%	1%
COc1ccc(Cl)cc1NC(=O)CN(C)C(=O)CSc1ccc2c(c1)OCCO2
 : -27	-2%	-4%	-2%	2%	-6%	-5%	-17%	-3%	10%	-14%
O=C(NCC1CC1)c1ccc(Oc2cc(Cl)cc(Cl)c2)o1
 : -11	-3%	-5%	-3%	?	?	-6%	-8%	-1%	17%	5%
Cn1cnc(S(=O)(=O)N2CCN(c3ccccc3)CC2)c1
 : -4	4%	-1%	4%	7%	1%	-4%	1%	1%	8%	0%
C=CCc1ccc(OCCn2cccc2C=O)c(OC)c1
 : -9	4%	-7%	-1%	0%	15%	.	-4%	-7%	?	0%
Cc1cc(=O)oc2cc(OCCCN3C(=O)c4ccccc4C3=O)ccc12
 : -3	-5%	-6%	3%	1%	-15%	-4%[46.1 µM]	-1%	-1%	11%	-13%
N#Cc1ccc2ccn(CC(=O)NC3CCCCC3)c2c1
 : -3	-8%	5%	4%	8%	1%	2%	-17%	-4%	-6%	-9%
CSCCCNC(=S)N1CCc2ccccc2C1
 : -1	5%	-7%	1%	1%	-2%	-1%	?	0%	?	-35%
O=C(O)CC1NC(=O)N(C2CCCCC2)C1=O (centres undefined)
 : 13	6%	-2%	0%	2%	0%	-1%	-1%	-3%	-12%	19%
O=C(c1ccco1)N1CCN(C(=O)c2cnn3c2NC(c2cccs2)CC3C(F)(F)F)CC1 (centres undefined)
 : 0	16%	-5%	-2%	-1%	-8%	.	-14%	1%	?	-10%
CCOC(=O)C1(CCOc2ccccc2)CCN(Cc2ccc(CO)o2)CC1
 : -19	-1%	3%	7%	0%	-12%	7%	-1%	-3%	-16%	7%

The listing continues.
Second line of a record: TSHR antagonist	Eya2 inh	AT treatment	ASM inhibitor	Mito fusion yeast	BCR signal inh	TCR act	Tb PFK block	TSG101-PTAP inh	ELG1 DNA repair	a7 integrin act
CC1(C)CC(=O)C2=C(C1)Nc1ccccc1S2
 : -8	7%	-8%	-4%	-1%	-4%	1%	0%	-8%	?	1%
COc1cc(/C=C/C(=O)O)cc(S(=O)(=O)NCCCC(=O)O)c1OC
 : 8	7%	17%	2%	3%	-1%	-7%	-7%	1%	13%	22%
CCOC(=O)CNc1ncc(C(F)(F)F)cc1Cl
 : -1	-28%	5%	-2%	?	-2%	8%	-2%	-2%	-11%	-2%
COC(=O)c1sccc1NC(=O)CCC1CCCCC1
 : 2	-6%	16%	-7%	21%	12%	-11%[46.1 µM]	-5%	-7%	?	-2%

Three compounds out of the list, sorted by molecular weight, high to low:
Second line of a record: TSHR antagonist	Eya2 inh	AT treatment	ASM inhibitor	Mito fusion yeast	BCR signal inh	TCR act	Tb PFK block	TSG101-PTAP inh	ELG1 DNA repair	a7 integrin act
CCOC(=O)C1(CCOc2ccccc2)CCN(Cc2ccc(CO)o2)CC1
 : -19	-1%	3%	7%	0%	-12%	7%	-1%	-3%	-16%	7%
COc1cc(/C=C/C(=O)O)cc(S(=O)(=O)NCCCC(=O)O)c1OC
 : 8	7%	17%	2%	3%	-1%	-7%	-7%	1%	13%	22%
CC1(C)CC(=O)C2=C(C1)Nc1ccccc1S2
 : -8	7%	-8%	-4%	-1%	-4%	1%	0%	-8%	?	1%
